ASAP1 GAP inh: blocks human ASAP1-stimulated Arf1 GTP hydrolysis; Q9ULH1; GDP FP detection; inhibition, % at 16.5 µM; actives 0.19% (n = 360,000); in the data active = inhibition above about 25%;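 also: 0% = vehicle with enzyme and substrate and 100% = no enzyme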
Rev-erbA mod: modulates human Rev-erb alpha binding to DNA; P20393; Rev-erbα–FITC-DNA binding, fluorescence polarization, 90 min; activity, % at 10 µM; actives 0.79% (n = 370,000); AID 1259318;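 active = activity above about 14%, limit read from the data; passing the limit was not always enough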;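 also: 0% = DMSO wells with 35 nM protein and 100% = DMSO wells with 750 nM protein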
Target sequence (P20393 whole entry, looked up): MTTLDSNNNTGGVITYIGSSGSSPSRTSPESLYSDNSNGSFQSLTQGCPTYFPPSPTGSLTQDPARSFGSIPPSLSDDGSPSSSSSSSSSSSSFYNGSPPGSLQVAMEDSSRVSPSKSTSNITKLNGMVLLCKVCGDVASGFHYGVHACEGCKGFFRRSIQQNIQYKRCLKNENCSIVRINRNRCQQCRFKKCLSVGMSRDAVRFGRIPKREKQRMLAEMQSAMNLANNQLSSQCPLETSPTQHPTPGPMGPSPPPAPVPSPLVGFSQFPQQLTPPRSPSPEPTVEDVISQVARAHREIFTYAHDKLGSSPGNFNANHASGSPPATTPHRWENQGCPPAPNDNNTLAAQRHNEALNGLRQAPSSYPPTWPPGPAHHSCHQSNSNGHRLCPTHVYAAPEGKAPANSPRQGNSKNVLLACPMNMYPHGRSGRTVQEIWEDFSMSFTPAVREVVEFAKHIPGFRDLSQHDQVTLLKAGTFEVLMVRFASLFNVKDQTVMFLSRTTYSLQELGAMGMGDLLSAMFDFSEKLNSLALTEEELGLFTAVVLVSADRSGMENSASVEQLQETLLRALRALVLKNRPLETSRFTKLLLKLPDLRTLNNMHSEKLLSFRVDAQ
NPR1 activator: GC-A (human) enzyme activation. P16066. HEK293 GC-A cells, cGMP TR-FRET, EC30 ANP; 0% at EC30 ANP, 100% saturating ANP. activation, % at 10 µM. actives 0.14% (n = 370,000). AID 1671463; in the data active = activation above about 40%
HTRA1 inhibitor: blocks human HTRA1 serine peptidase; Q92743; recombinant HTRA1, FP-rhodamine activity-based probe, fluorescence polarization; inhibition, % at 5.96 µM; actives 0.5% (n = 340,000); in the data active = inhibition above about 36%;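 also: 0% = enzyme with DMSO and 100% = wells lacking enzyme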
ARFGAP1 inh: inhibitors of rat ARFGAP1 | Q62848 | Arfgap1-stimulated ARF1 GTP hydrolysis, GDP FP detection | inhibition, % at 16.5 µM | actives 0.26% (n = 360,000);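 active = inhibition above a per-plate limit, mean inhibition of low control wells plus 3 SD, cut at about 25% in these data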;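 also: 0% = DMSO wells with enzyme and 100% = wells lacking Arfgap1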
Target sequence (Q62848 1-136 limits assumed): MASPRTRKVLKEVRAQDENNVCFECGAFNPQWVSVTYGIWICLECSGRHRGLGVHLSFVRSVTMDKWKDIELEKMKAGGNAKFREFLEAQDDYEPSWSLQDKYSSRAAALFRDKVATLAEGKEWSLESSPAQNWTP
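Repeats: one replicate per compound; assay system: rat Arfgap1 catalytic domain, aa 1-136; times: enzyme reaction 120 min at 25 °C after 20 min preincubation; detection: FP of antibody-bound GDP Alexa 633 tracer, ex 620/em 688 nm; benchmarks: high control wells lacking Arfgap1, low control full reaction with DMSO; reagent: human ARF1(Δ1-17)-GTP substrate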
SMARCA2 activ: activators of SMARCA2 function. MG213 cells, MMTV-luciferase reporter, dexamethasone, overnight. activation, % at 9.1 µM. actives 1% (n = 370,000); in the data active = activation above about 7.8%;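 also: 0% = vehicle wells and 100% = reference activator wells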
mABHD4 FP: inhibits mouse alpha/beta hydrolase domain 4; inhibition, % at 8.92 µM; Q8VD66; actives 0.54% (n = 370,000); purified mABHD4, FP-Rh probe fluorescence polarization; AID 720543;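 active = inhibition exceeding the mean over every tested compound plus 3 SD, cut at about 30% in these data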;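 also: 0% = plate median of compound wells and 100% = S159A mutant with DMSO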
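Test system: mABHD4 protein | Buffer or medium: HEPES pH 7.0 buffer, 150 mM NaCl, 0.01% Pluronic F-127 | Probe or stimulus: FP-Rh fluorescent activity-based probe, added after compound pre-incubation | Timing: Pre-incubation 45 min, probe exposure 60 min, at 25 °C | Technique: Fluorescence polarization, excitation 525 nm, emission 598 nm, BODIPY TMR filters | Repeats: Single well per compound (singlicate)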
PG9 binder: binds the HIV-1 gp120 antibody PG9; AID 624416; TR-FRET gp120-PG9 antibody binding; inhibition, % at 6.7 µM; actives 0.43% (n = 360,000); in the data active = inhibition above about 8.5%
rCAG binder: molecules binding r(CAG) RNA repeats; actives 1.3% (n = 370,000); inhibition, % at 3 µM; r(CAG) RNA repeat, TO-PRO-1 dye displacement fluorescence;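 active = inhibition above the plate cutoff, the mean of all test compounds on that plate plus 3 SD, cut at about 35% in these data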;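 also: 0% = DMSO alone and 100% = 100 µM mitoxantrone as full dye displacement; higher means more dye released from RNA so lower well fluorescence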
GC-B act: GC-B (human) receptor activation; HEK293-GC-B cells, CNP EC30, cGMP TR-FRET; 0% at EC30 CNP, 100% saturating CNP; actives 0.11% (n = 370,000); activation, % at 10 µM; AID 1920062;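 active = activation at 10 µM reaching about 35% in either raw or pattern-adjusted values, limit read from the data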
Starred values were filed as active, the others as inactive; · = not tested or not shown.

compound,ASAP1 GAP inh,Rev-erbA mod,NPR1 activator,HTRA1 inhibitor,ARFGAP1 inh,SMARCA2 activ,mABHD4 FP,PG9 binder,rCAG binder,GC-B act
CCOc1ccccc1OCCCC(=O)NNC(=O)c1cc(C)oc1C,-11.9,5.0,-0.5,-0.5,-5.5,-1.1,7.2,3.6,0.7,2.3
Cc1sc2ncn(CC(=O)OCC(=O)NC(C)(C)C)c(=O)c2c1C,-2.5,-0.2,-1.3,6.5,-2.9,1.7,-1.4,-1.8,-3.8,-1.4
O=C(c1ccc(F)cc1)N1CCCC(N2CCN(Cc3ccc4c(c3)OCO4)CC2)C1 (centres undefined),6.1,-1.4,-2.8,9.2,8.2,-3.6,2.9,-0.4,-5.9,-2.5
N#C/C(=C\c1c(Oc2ccc(Cl)cc2)nc2ccccn2c1=O)C(=O)NC1CCS(=O)(=O)C1 (centres undefined),0.2,10.3,1.9,-2.8,13.3,4.8,-1.9,0.9,5.0,-4.1
CCNC(=O)N(CC)C[C@H]1N[C@@](CC)(C(=O)OC)[C@H]2C(=O)N(Cc3ccccc3)C(=O)[C@@H]12,7.9,-4.7,-4.5,3.2,-7.3,2.1,-1.1,0.6,-1.7,3.2
COc1cccc(-n2c(C)nn(CCOc3ccccc3)c2=O)c1,5.5,-1.4,1.5,5.1,9.3,-2.2,-0.4,0.4,-6.4,1.0
C=CCNC(=O)c1ccccc1NC(=O)C1CC(=O)N(C(C)C)C1 (centres undefined),-18.9,0.6,2.1,6.5,-8.7,-0.1,2.9,-1.6,2.4,3.2
COc1ccc(C(=O)Nc2ccc(N3CCN(c4ccc(OC)cc4)CC3)c(C#N)c2)cc1,7.5,84.1*,37.1,2.3,-5.4,0.8,5.6,-0.6,-0.1,-0.6
COc1cccc(C=NNc2ccc([N+](=O)[O-])cn2)c1OC,9.8,-3.3,0.9,4.7,8.5,8.3*,0.1,0.6,0.5,0.1
CCc1cc[n+](-c2nc3ccccc3nc2[N-]S(=O)(=O)c2ccc(Br)s2)cc1,-1.2,6.1,11.4,1.2,-1.2,-1.1,3.2,2.6,-6.2,1.1
O=C(CN(C(=O)CNC(=O)c1ccco1)c1ccc(F)c(Cl)c1)NC1CCCCC1,-5.2,-2.6,-2.9,-4.9,5.8,-0.7,1.3,-1.2,-2.3,0.1
O=C(CCNC(=O)c1ccccc1Cl)NCC(c1ccco1)N1CCCC1 (centres undefined),14.4,-0.5,2.1,-6.6,16.2,-0.6,-1.4,-0.8,-8.9,4.6
O=C(NCC1CCCO1)c1cccc(S(=O)(=O)N(Cc2ccccc2)c2ccccc2)c1 (centres undefined),12.8,-2.8,-1.9,-15.3,7.0,0.6,-2.7,1.1,-2.1,3.2
COc1ccc(NC(=O)c2c(C(F)(F)F)nn(C)c2SCc2ccccc2Cl)cc1,4.7,1.0,0.1,-28.3,-0.6,-4.8,-6.5,1.6,6.0,-1.2
COc1ccc(C(CNC(=O)C2COc3ccccc3O2)N2CCCC2)cc1 (centres undefined),-11.0,3.3,-5.8,-7.2,-0.6,2.7,1.9,-1.1,2.1,-6.6
COC(=O)CC1Nc2ccccc2SC1=O (centres undefined),1.4,2.0,4.3,10.6,-7.5,-1.6,-0.2,-0.2,-1.4,3.4
COc1cc(CN2C[C@@H](CO)O[C@@H](n3cnc4c(NC5CC5)ncnc43)C2)cc(OC)c1OC,4.0,1.0,0.6,·,3.2,2.5,0.4,2.3,-0.7,2.2
COc1ccc2c(=O)c3c(=O)n(Cc4ccco4)c(-c4ccco4)nc3oc2c1,3.1,-29.2,-3.0,3.6,-0.2,-0.4,8.3,1.6,13.8,-1.4
CCOC(=O)Cn1nc(C)c(NC(=O)c2ccc(Cl)c([N+](=O)[O-])c2)c1C,-0.2,-0.2,-1.9,-1.6,-3.3,-1.2,2.6,1.3,-0.2,1.8
Nc1nn(-c2ccccc2)nc1C(=O)OCc1ccccc1,4.0,5.7,-0.2,-19.8,-8.2,1.9,-3.9,-0.5,-0.3,-7.1

In another format: entries from further up
The line under a structure holds: ASAP1 GAP inh	Rev-erbA mod	NPR1 activator	HTRA1 inhibitor	ARFGAP1 inh	SMARCA2 activ	mABHD4 FP	PG9 binder	rCAG binder	GC-B act
O=C(CN(C(=O)CNC(=O)c1ccco1)c1ccc(F)c(Cl)c1)NC1CCCCC1
 : -5.2	-2.6	-2.9	-4.9	5.8	-0.7	1.3	-1.2	-2.3	0.1
O=C(CCNC(=O)c1ccccc1Cl)NCC(c1ccco1)N1CCCC1 (centres undefined)
 : 14.4	-0.5	2.1	-6.6	16.2	-0.6	-1.4	-0.8	-8.9	4.6

(next part)
compound,ASAP1 GAP inh,Rev-erbA mod,NPR1 activator,HTRA1 inhibitor,ARFGAP1 inh,SMARCA2 activ,mABHD4 FP,PG9 binder,rCAG binder,GC-B act
COc1cc(-c2ccc(Nc3ccccc3C(=O)O)c(OC)c2)ccc1Nc1ccccc1C(=O)O,4.2,-11.1,-35.7,42.4*,-8.9,-0.1,53.6*,-2.0,93.3*,-3.8
CCN(CC)c1nc2ccccc2[nH]c1=O,3.9,5.0,4.9,-13.7,-5.2,-0.9,-0.5,0.9,2.7,8.4
CCCCNCCOCCSc1ccc(Cl)cc1,-4.5,1.7,-2.0,4.6,-1.9,3.5,7.6,0.6,3.4,-2.1
CCCCCCCCCCCCCCCC[N+](C)(C)Cc1ccc(F)cc1,-11.9,-1.4,-18.8,64.0*,-4.7,-4.2,43.9*,-1.6,7.1,-4.2
Cc1ccc(N/C(N)=N/c2nc(CSc3nnc(N)s3)cc(=O)[nH]2)cc1,-12.5,-5.7,1.8,-3.1,-5.2,1.5,-3.7,0.3,-1.1,-5.4
Cc1cc(NC(=O)Nc2ccccc2[N+](=O)[O-])no1,10.4,0.3,-0.4,9.1,6.7,2.0,0.6,0.2,1.0,-7.0
CCN(CC)c1ccc(NC(=O)/C=C\c2ccccc2Cl)cc1,7.9,-0.6,-5.0,0.7,7.8,6.1,12.1,-2.5,11.2,0.3
CC1CC(C)CN(CCCNS(=O)(=O)c2cc3c(cc2Br)CCN3C(=O)C2CC2)C1 (centres undefined),·,-1.9,0.3,·,·,-4.3,-4.2,·,2.8,-5.7
COc1ccc(C(=O)C2CCCN(C(=O)c3ccccc3C(C)=O)C2)cc1F (centres undefined),-2.0,2.7,-0.2,3.6,-5.9,3.5,-1.4,0.0,-7.4,-3.9
O=C(NCC1COc2ccccc2O1)c1ccc(NC(=O)c2c(Cl)cccc2Cl)cc1 (centres undefined),·,4.8,1.9,·,·,-6.4,-46.9,·,3.9,1.1
Cn1cccc1/C=N\NC(=O)c1cncc(Br)c1,-22.9,-7.2,-2.5,·,3.6,1.3,-3.9,-3.6,-4.8,0.7
Cc1cn(C2CCC(CO)O2)c(=O)[nH]c1=O (centres undefined),-0.8,3.5,4.4,-5.4,3.0,-2.5,-5.1,1.6,0.7,2.1
CC(CCN(C)C)OC(=O)c1ccc(C(C)c2ccccc2)o1 (centres undefined),4.8,0.5,-1.3,-4.6,-3.8,2.2,6.8,1.3,-3.5,1.6
CCN(C(=O)C1CC1)C1CCS(=O)(=O)C1 (centres undefined),-5.3,-3.6,4.5,-1.9,3.4,-2.1,1.4,1.6,-3.4,0.0
CCCCCc1c(C)[nH]c2nc3ccccc3n2c1=O,-3.5,-14.3,-6.1,3.4,0.6,-1.3,4.8,0.1,1.1,-1.6
CC(O)[C@H]1CNC(=S)N1CCc1cccc(F)c1 (some centres undefined),-6.0,0.5,0.0,0.1,5.8,-0.1,1.3,0.4,0.2,-1.3
COc1cc(C)ccc1OCc1cc(C(=O)NC(C)Cn2cncn2)no1 (centres undefined),-0.1,1.6,0.8,4.5,1.3,1.4,3.3,3.3,-4.4,-7.3
O=C(N/N=C/C=C/c1cccc([N+](=O)[O-])c1)c1ccncc1,7.0,2.2,6.4,2.4,16.8,-5.6,5.5,-1.8,-0.9,1.4
COCCN1C(=O)C(C(=O)OC)CC2=C1CC(C)(C)CC2=O (centres undefined),-23.0,-5.6,2.6,2.3,-4.9,0.1,0.6,-0.5,1.8,1.8
O=C(COC(=O)CC1CC2CCC1C2)NC(=O)NC1CCCC1 (centres undefined),2.1,·,·,2.2,4.9,-1.3,0.3,0.2,-1.1,·
O=C(CN1C(=O)/C(=C/c2ccc(F)cc2)SC1=S)N1CCN(CCc2ccccn2)CC1,3.4,2.3,4.5,-0.2,9.8,1.4,-50.5,-1.9,-1.8,0.8

Ordered by formula weight (low to high): part of the list above.
compound,ASAP1 GAP inh,Rev-erbA mod,NPR1 activator,HTRA1 inhibitor,ARFGAP1 inh,SMARCA2 activ,mABHD4 FP,PG9 binder,rCAG binder,GC-B act
Cc1cn(C2CCC(CO)O2)c(=O)[nH]c1=O (centres undefined),-0.8,3.5,4.4,-5.4,3.0,-2.5,-5.1,1.6,0.7,2.1
CC(O)[C@H]1CNC(=S)N1CCc1cccc(F)c1 (some centres undefined),-6.0,0.5,0.0,0.1,5.8,-0.1,1.3,0.4,0.2,-1.3
O=C(NCC1COc2ccccc2O1)c1ccc(NC(=O)c2c(Cl)cccc2Cl)cc1 (centres undefined),·,4.8,1.9,·,·,-6.4,-46.9,·,3.9,1.1
O=C(CN1C(=O)/C(=C/c2ccc(F)cc2)SC1=S)N1CCN(CCc2ccccn2)CC1,3.4,2.3,4.5,-0.2,9.8,1.4,-50.5,-1.9,-1.8,0.8

Screening results (PubChem BioAssay)
